# Screens: PubChem, several laboratories
# Exocytosis inh = lytic granule exocytosis inhibition; TALL-104 LAMP-1 surface exposure, flow cytometry; cells stimulated with thapsigargin and PMA; inhibition, % at 10 µM; 360,000 compounds, 0.66% hits; AID 651702;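 active means inhibition above about 55%, limit read from the data; inconclusive means no clear call, values can overlap the other calls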
# NOD2-RIPK2 inh = NOD2-RIPK2 protein interaction inhibition | inhibition, % at 4.98 µM | AID 624267 | CHO BLA complementation NOD2-RIPK2, CCF4 ratio | O43353 | 360,000 compounds, 0.38% hits; in the data active means inhibition above about 21%;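 further: 0% = vehicle only and 100% = reference blocker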
# ABHD5 PLIN5 PPI = ABHD5-PLIN5 protein interaction inhibition. Q00G26+Q8WTS1. Split G. princeps luciferase complementation, luminescence, 4 h. inhibition, % at 4 µM. 360,000 compounds, 0.78% hits. AID 602281;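 active means inhibition above the mean inhibition across every tested compound plus 3 SD, cut at about 22% in these data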;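 further: 0% = DMSO only wells and the 100% control is not disclosed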
# MC4R barr agon = human MC4R agonism via beta-arrestin; U2OS MC4R beta-arrestin complementation, luminescence; percent of melanotan II response, DMSO zero; activation, % at 8.9 µM; 360,000 compounds, 0.98% hits;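 active means activation above a per-plate cutoff, the mean activation of sample wells on that plate plus 3 SD, cut at about 8% in these data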
# TLR9-MyD88 inh = blocks human TLR9 binding to MyD88 | AID 504734 | CHO BLA complementation TLR9-MyD88, CCF4 FRET ratio | inhibition, % at 4.98 µM | 340,000 compounds, 0.21% hits | Q9NR96+Q99836;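 active means inhibition above the mean over all tested compounds plus 3 SD, cut at about 21% in these data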;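 further: 0% = DMSO only wells and 100% = clavulanate BLA inhibitor control wells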
# Target sequence (Q99836 whole entry, looked up): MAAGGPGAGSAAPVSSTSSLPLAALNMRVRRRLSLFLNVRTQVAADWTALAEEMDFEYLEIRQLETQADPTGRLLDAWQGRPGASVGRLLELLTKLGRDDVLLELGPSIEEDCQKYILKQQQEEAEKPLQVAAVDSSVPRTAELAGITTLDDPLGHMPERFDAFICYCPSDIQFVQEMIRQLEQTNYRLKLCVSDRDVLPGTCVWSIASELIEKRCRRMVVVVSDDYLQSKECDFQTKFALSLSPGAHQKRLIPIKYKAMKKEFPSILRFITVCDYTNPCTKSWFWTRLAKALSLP
# Target sequence (Q9NR96 whole entry, looked up): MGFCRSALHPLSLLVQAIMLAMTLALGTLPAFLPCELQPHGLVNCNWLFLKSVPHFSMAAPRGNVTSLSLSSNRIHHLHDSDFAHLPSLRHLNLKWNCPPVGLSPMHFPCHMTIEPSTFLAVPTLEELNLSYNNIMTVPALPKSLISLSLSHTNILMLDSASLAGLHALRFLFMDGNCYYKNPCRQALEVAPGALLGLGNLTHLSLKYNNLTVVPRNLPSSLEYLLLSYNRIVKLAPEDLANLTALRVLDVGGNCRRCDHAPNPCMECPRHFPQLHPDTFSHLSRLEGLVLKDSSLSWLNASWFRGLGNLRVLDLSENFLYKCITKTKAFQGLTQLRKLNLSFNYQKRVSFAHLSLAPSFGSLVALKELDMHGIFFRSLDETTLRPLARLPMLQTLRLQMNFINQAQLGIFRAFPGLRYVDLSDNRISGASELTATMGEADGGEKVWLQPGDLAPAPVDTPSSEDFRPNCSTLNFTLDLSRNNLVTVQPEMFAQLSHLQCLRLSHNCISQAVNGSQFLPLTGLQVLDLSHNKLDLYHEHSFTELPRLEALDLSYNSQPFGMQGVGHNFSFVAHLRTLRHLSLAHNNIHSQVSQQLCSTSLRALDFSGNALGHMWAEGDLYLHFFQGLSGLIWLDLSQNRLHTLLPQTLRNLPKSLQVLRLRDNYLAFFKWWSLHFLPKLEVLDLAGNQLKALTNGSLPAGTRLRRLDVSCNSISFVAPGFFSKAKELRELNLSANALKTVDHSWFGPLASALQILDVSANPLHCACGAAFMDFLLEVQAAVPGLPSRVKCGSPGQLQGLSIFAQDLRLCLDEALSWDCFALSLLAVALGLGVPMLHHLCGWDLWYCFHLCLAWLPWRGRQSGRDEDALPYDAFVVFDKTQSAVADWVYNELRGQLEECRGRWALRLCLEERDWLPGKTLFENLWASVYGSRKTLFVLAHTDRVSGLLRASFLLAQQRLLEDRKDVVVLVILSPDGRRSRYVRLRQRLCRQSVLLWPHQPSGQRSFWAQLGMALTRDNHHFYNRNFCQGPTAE
# Glyco luc inh = blocks N-linked glycosylation in D54 reporter cells | D54 ERlucT glycosylation luciferase reporter, 24 h; percent of 100 nM tunicamycin response | reporter increase, % at 12.5 µM | 360,000 compounds, 0.23% hits | AID 588692;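 active means mean luciferase reporter signal, scaled so untreated is 0 and the glycosylation-blocking control 100, at or above a set limit in every replicate; inconclusive means mean reaches the limit but not every replicate does; inactive means mean below the limit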;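 further: luciferase carries N-glycosylation sites so blocking glycosylation raises the light; 0% = median of neutral control wells and 100% = median of 100 nM tunicamycin wells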
# ABCB6 inh MLPCN = inhibitors of human ABC transporter ABCB6; K562-ABCB6 porphyrin accumulation, flow cytometry, 1 h; stronger effect = lower value; Q9NP58; AID 602162; fluorescence ratio to DMSO, % at 10 µM; 360,000 compounds, 0.19% hits;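 active means fluorescence ratio to DMSO below 75%, the collection mean minus 3 SD; inconclusive means too few cells collected in the well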;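 further: signal is porphyrin accumulated inside mitochondria; 100% equals median channel fluorescence of DMSO control wells; lower ratio means ABCB6 inhibition with less porphyrin fluorescence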
# MC4R antag cAMP = human MC4R antagonism in cAMP assay. MC4R-expressing cells, MTII-stimulated cAMP, LANCE TR-FRET. 360,000 compounds, 0.48% hits. P32245. AID 540295. inhibition, % at 6.5 µM;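 active means inhibition above its plate's cutoff, the mean of tested wells on that plate plus 3 SD, cut at about 29% in these data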;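 further: 0% = Melanotan II alone and 100% = Melanotan II plus saturating MCL0020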
#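 Material: U2OS-MC4R stable cell line | Reagent: Melanotan II challenge after compound preincubation | Doses: One concentration, 6.5 µM nominal | Incubation: 30-min compound preincubation, 1-h Melanotan II challenge, 1-h detection, room temperature | Signal: TR-FRET cAMP assay | Replicates: One well per compound, no replicates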
# Vif imaging = HIV Vif inhibition; 340,000 compounds, 0.35% hits; HEK293T cells, Vif self-association by quenched fluorescence, imaging, 24 h; inhibition, % at 7.49 µM; in the data active means inhibition above about 50%, passing the limit was not always enough; inconclusive means no clear call, values can overlap the other calls; inactive means below about 31%; further: some results filed as inactive read as strong as hits
# aDG glyco up = alpha-DG glycosylation activation. AID 624168. activation, % at 10 µM. Pro5-aDG cells, alpha-DG glycosylation AlphaScreen (IIH6); 0% Pro5, 100% B10-LARGE cell signal. 360,000 compounds, 0.22% hits;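 active means activation of at least 8% versus controls, or a plate z-score of at least 8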;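 further: Pro5 are CHO cells carrying HIG-tagged alpha-DG that lacks glycosylation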
# Numbers without * were called inactive; ? = inconclusive; . = not tested or not shown. Only part of the results is shown, so the mix of outcomes need not match the whole.
TLR9-MyD88 inh	NOD2-RIPK2 inh	MC4R antag cAMP	ABCB6 inh MLPCN	Vif imaging	aDG glyco up	Exocytosis inh	Glyco luc inh	MC4R barr agon	ABHD5 PLIN5 PPI	Molecule
-16	-10	15	102	?	0.0	3	-1	0.5	-6	COc1ccc(OC)c(S(=O)(=O)NC(C)c2cnn(-c3ccccn3)c2C)c1 (stereo not given)
0	6	9	81	-8	1.4	75*	-9	4.0	3	Cc1ccc(S(=O)(=O)n2ccc3c(OCCOCCNCc4ccc(F)cc4)cccc32)cc1
-8	5	-6	94	1	0.5	-3	3	1.7	2	O=C(CCS(=O)(=O)c1ccc(Cl)cc1)N1CCN(c2ccc(F)cc2)CC1
4	10	3	99	2	-0.1	-2	0	-1.6	-6	Cc1onc(-c2ccccc2)c1C(=O)n1cc(Br)cn1
-2	-2	-7	98	7	0.1	1	3	0.2	-2	Cc1ccccc1COC(=O)c1cc([N+](=O)[O-])ccc1N1CCOCC1
-6	8	3	100	-11	0.0	14	-4	2.3	7	CC1(C)CC(=O)C=C(/C=C/c2ccccc2)C1
1	-4	1	96	.	-0.1	2	0	0.7	1	C[C@@H]1CCCCO[C@H](CN(C)S(=O)(=O)c2cn(C)cn2)[C@H](C)CN([C@@H](C)CO)C(=O)c2cc(NC(=O)c3ccccc3)ccc2O1
8	9	-4	91	-13	1.5	-2	-2	-3.7	-5	CC1CCN(S(=O)(=O)c2cccc(C(=O)N(Cc3ccccc3)c3ccccn3)c2)CC1

# 3 compounds from above, arranged by the value under aDG glyco up, low to high:
TLR9-MyD88 inh	NOD2-RIPK2 inh	MC4R antag cAMP	ABCB6 inh MLPCN	Vif imaging	aDG glyco up	Exocytosis inh	Glyco luc inh	MC4R barr agon	ABHD5 PLIN5 PPI	Molecule
4	10	3	99	2	-0.1	-2	0	-1.6	-6	Cc1onc(-c2ccccc2)c1C(=O)n1cc(Br)cn1
-2	-2	-7	98	7	0.1	1	3	0.2	-2	Cc1ccccc1COC(=O)c1cc([N+](=O)[O-])ccc1N1CCOCC1
8	9	-4	91	-13	1.5	-2	-2	-3.7	-5	CC1CCN(S(=O)(=O)c2cccc(C(=O)N(Cc3ccccc3)c3ccccn3)c2)CC1

# Going on with the list.
TLR9-MyD88 inh	NOD2-RIPK2 inh	MC4R antag cAMP	ABCB6 inh MLPCN	Vif imaging	aDG glyco up	Exocytosis inh	Glyco luc inh	MC4R barr agon	ABHD5 PLIN5 PPI	Molecule
3	-10	-1	102	3	-0.1	1	0	-0.4	4	Cc1ccc(C)c(NC(=O)C(CC(=O)O)Cc2ccccc2)c1 (stereo not given)
.	-7	.	102	-2	-0.1	-3	-1	.	0	O=[N+]([O-])c1ccc2c(c1)CO[C@@]21O[C@H](CCO)C[C@H](O)[C@H]1O
2	-12	0	91	-8	-0.1	0	0	-1.6	1	O=C(OCc1nnc(-c2ccccc2)o1)c1cn(-c2ccccc2)nc1-c1ccccc1
-6	-5	-4	97	-4	0.0	-2	0	-1.1	1	COc1ccc(S(=O)(=O)N2CCCC2C(=O)Nc2ccc(C)cc2)cc1 (stereo not given)
5	-4	1	105	4	-0.4	1	-3	7.9	-6	Nc1ccc(C2(c3ccc(N)cc3)C(=O)Nc3ccccc32)cc1
10	-6	1	97	-8	0.0	2	3	-0.6	3	CC(=O)c1c(C)[nH]c(C(=O)NC2=NCCS2)c1C
4	2	19	109	-5	-0.3	31	1	1.5	-7	CCC(C(=O)Nc1sc(C(N)=O)c(C)c1C(=O)OC)c1ccccc1 (stereo not given)
-6	10	7	94	-11	0.4	2	3	-2.1	5	CC(=O)c1cc(-c2ccc(F)cc2)n(CC(=O)NCc2cccs2)c1C
5	-8	-4	93	-7	0.1	-1	1	-3.1	4	N#CCC(=O)c1sccc1-n1cccc1
3	5	4	91	3	-0.3	16	-12	-1.5	2	ClCCn1cnc2c(SCc3ccccc3Cl)ncnc21
-11	-11	14	97	.	-0.1	-2	4	-1.6	-2	C#CC1(NC(=O)NC(C)(C)C)CCCCC1
.	24*	10	98	1	-0.6	61*	3	7.1	20	CN1Cc2c(N3CCOCC3)nc3sc(C(=O)c4ccc(Br)cc4)c(N)c3c2CC1(C)C
0	-1	-9	96	0	0.0	0	3	2.6	-1	COC(=O)C(C)Sc1nc2c(c(=O)n(C)c(=O)n2C)n1CCC(C)C (stereo not given)
2	16	10	94	3	0.0	-5	1	-0.7	-5	CCOc1ccc(Cn2c(=O)oc3ccccc32)cc1
-6	-5	-13	96	-1	0.2	10	12	4.8	-2	O=C(CN1c2ccccc2Sc2ccccc21)NNC(=O)Nc1cccc(Cl)c1
-1	-2	5	94	9	-0.1	2	2	-0.8	-1	COc1ccc(OC)c(S(=O)(=O)N2CCC(C(=O)NCc3cccnc3)CC2)c1
6	-11	6	100	-2	0.0	1	2	-1.9	2	C[C@H](CO)N1C[C@H](C)[C@@H](CN(C)C(=O)c2cc(-c3ccccc3)on2)OCc2cnnn2CCCC1=O
.	-33	.	.	.	0.0	15	.	.	6	COc1ccc(C2=Nc3ccccc3N(C(=O)Cc3cc(OC)cc(OC)c3)C2C(=O)NC(C)C)cc1 (stereo not given)
-6	-5	13	97	-2	0.1	-4	-1	0.3	2	CCC(=O)Nc1ccc(C(=O)OCc2ccc(Cl)c(Cl)c2)cc1
6	-13	7	97	9	0.1	-1	-2	-1.7	2	COC(=O)COc1ccc(S(=O)(=O)N2CCCCCC2)cc1
-1	-3	5	98	5	-0.3	-4	2	-0.5	6	C=CCN(Cc1ccc(OC)c(OC)c1)C(=O)N1CCOCC1
3	-4	1	98	-7	-0.1	4	2	-0.8	2	Cc1c(CC(=O)O)c(=O)oc2cc(OCc3ccc(F)cc3Cl)ccc12
2	9	-1	93	2	-0.1	-2	1	1.2	-3	O=C(COC(=O)/C=C/c1ccccc1[N+](=O)[O-])NC(=O)NC1CCCC1
4	-11	4	92	-13	0.1	-2	-3	1.8	-1	Cc1cn(C(=O)c2ccccc2)c(=S)n1-c1ccc(Br)cc1
5	2	-5	111	0	-0.3	-4	5	1.2	1	COc1ccc2nc(SCC(=O)N3CC(=O)Nc4ccccc43)c(C#N)cc2c1
-1	-3	11	99	-2	-0.1	0	1	1.7	1	Cc1cccc2c1OCC/C2=N\NC(=O)COc1ccccc1
-5	-7	2	117	10	0.2	-21	1	1.6	-1	CC1CCC2(CC1)NC(=O)N(CC(=O)NCc1ccco1)C2=O (stereo not given)
.	-9	.	95	.	1.2	-7	.	.	-4	COc1ccc2c(c1)CCC(=O)[C@H](O)C[C@H](c1ccccc1)OC2=O
-6	8	15	104	8	0.2	-5	0	0.6	3	Cc1ccc2nc(NC(=O)C3CCCN(S(=O)(=O)c4cnc[nH]4)C3)sc2c1 (stereo not given)
7	4	-1	105	-2	-0.1	-1	1	1.2	3	COc1cccc(NC(=O)CSc2nnc3cc(C)nc(N)n23)c1
.	5	.	100	0	0.8	-1	-15	.	-4	Cc1ccc(S(=O)(=O)N2[C@H](c3ccc(Cl)cc3)CC(=O)[C@@H]3CN(S(=O)(=O)c4ccccc4C)[C@H](c4ccc(Cl)cc4)C[C@@H]32)cc1
9	-4	5	99	8	0.1	-4	-1	-1.7	0	S=C(NCCc1ccccc1)Nc1ccccc1N1CCOCC1

# Profiles, quoted from the list. Order of values: TLR9-MyD88 inh	NOD2-RIPK2 inh	MC4R antag cAMP	ABCB6 inh MLPCN	Vif imaging	aDG glyco up	Exocytosis inh	Glyco luc inh	MC4R barr agon	ABHD5 PLIN5 PPI
# S=C(NCCc1ccccc1)Nc1ccccc1N1CCOCC1 is listed as 9	-4	5	99	8	0.1	-4	-1	-1.7	0
# Cc1cccc2c1OCC/C2=N\NC(=O)COc1ccccc1 is listed as -1	-3	11	99	-2	-0.1	0	1	1.7	1

# Following part:
TLR9-MyD88 inh	NOD2-RIPK2 inh	MC4R antag cAMP	ABCB6 inh MLPCN	Vif imaging	aDG glyco up	Exocytosis inh	Glyco luc inh	MC4R barr agon	ABHD5 PLIN5 PPI	Molecule
-8	3	-1	98	-4	0.3	16	6	6.2	-3	Oc1nc(Nc2cccc(Cl)c2)sc1/C=C1\C=Nc2ccccc21
1	-11	-1	97	-5	0.1	0	2	0.7	-3	COc1ccc(NC(=O)CSc2nnc(CNC(=O)c3cccs3)o2)c(OC)c1
-6	-5	11	102	-16	-0.1	0	1	-1.4	-1	CC(=O)Cn1c2ccccc2n2nc(CCC(=O)O)c(=O)nc12
1	-10	2	96	2	0.1	3	-3	-0.2	-5	C=CCOC(=O)C1=C[C@@H](c2coc3ccccc3c2=O)C[C@@H](OCCCCO)O1
7	-3	22	97	-9	0.0	1	-6	-0.4	-2	O=C(CCc1ccc(S(=O)(=O)NCCc2ccccc2)cc1)Nc1ccc2c(c1)OCCO2
2	-4	-2	98	-1	-0.1	-8	1	-1.0	2	CCOc1ccc(NC(=O)C2CCN(S(C)(=O)=O)CC2)cc1
11	7	-3	90	3	0.2	10	2	0.2	6	COc1ccccc1CNC(=O)Cc1ccc(Br)cc1
2	-1	2	97	-26	1.8	-1	1	-3.3	-1	COCCN(C(=O)CSc1ncc(C(F)(F)F)cc1Cl)c1c(N)n(Cc2ccccc2)c(=O)[nH]c1=O
3	-4	8	95	-6	0.0	8	5	0.3	5	COc1ccc(CNC(=O)CN(Cc2ccco2)C(=O)CCC(=O)Nc2ccccn2)cc1
